High-throughput results: PubChem BioAssay, several laboratories
phage Ecoli inh: growth loss of phage-infected E. coli, primary screen, RecBCD inhibitor project, absorbance, with phage, HTS. actives 0.26% (n = 360,000). inhibition, % at 11.9 µM. AID 651602, 2012; in the data active = inhibition above about 11%
PKA-R1A activ: activators of PKA-R1A holoenzyme, primary screen, biochemical, fluorescence polarization, Cy5-IP20, bovine R1A, mouse PKAc; cAMP-dependent protein kinase type I-alpha regulatory subunit (Bos taurus) + …; PKA-R1A dissociation; scaled: DMSO 0%, 113 µM cGMP 100%; activation, % at 11.4 µM; actives 0.083% (n = 340,000); AID 504707, 2011;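 active = percent activation above the mean of all tested compounds plus 3 SD, cut at about 19% in these data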;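 note: higher means more PKAc released from R1A so a rise in polarization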
PfHsp90 set2: growth inhibition of PfHsp90-expressing yeast, primary screen, antimalarial PfHsp90 inhibitor project, S. cerevisiae, BacTiter-Glo luminescence, single point, set 2; BacTiter-Glo ATP, 48 h; yeast lacking PDR1 and PDR3 efflux regulators; inhibition, % at 9.4 µM; actives 0.32% (n = 310,000); AID 504621, 2011;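 active = every replicate shows inhibition above about 80%, whatever the replicate mean, limit read from the data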;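 note: 0% = DMSO neutral controls and 100% = 20 µM radicicol positive controls; yeast relying on Plasmodium falciparum Hsp90 in place of its own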
HTR5A ag: HTR5A agonists in luminescence cell assay, primary screen, counter-screen for OPRM1-OPRD1 heterodimer agonist project, full-deck HTS; actives 0.61% (n = 340,000); 5-hydroxytryptamine receptor 5A (Homo sapiens), P47898; activation, % at 9.3 µM; cell-based; AID 504692, 2011; in the data active = activation mostly above about 9.5%, no sharp cut-off; inactive = mostly below about 7.6%;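 note: 0% = cells with vehicle only and 100% = reference agonist; strong numbers were not always called active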
AddAB inh: growth inhibition of E. coli expressing H. pylori AddAB, primary screen, AddAB inhibitor project, absorbance; inhibition, % at 11.9 µM; actives 0.29% (n = 330,000); AID 435030, 2010; in the data active = inhibition above about 12%;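 note: 0% = vehicle wells of infected cells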
HTR5A inv ctr: HTR5A inverse agonists in luminescence cell assay, primary screen, counter-screen for OPRM1-OPRD1 heterodimer inverse agonist project, full-deck HTS; 5-hydroxytryptamine receptor 5A (Homo sapiens), P47898; HTR5A cell line, inverse agonism; inhibition, % at 9.3 µM; actives 0.083% (n = 340,000); AID 504634, 2011; in the data active = inhibition mostly above about 23%, no sharp cut-off; inactive = mostly below about 18%;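 note: 0% = cells with DMSO and 100% = no-cell wells with DMSO; some compounds called inactive have numbers as strong as hits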
MOR-DOR inv ag: inverse agonists of MOR-DOR heterodimerization, primary screen, cell-based, luminescence; Mu-type opioid receptor (Homo sapiens) + Delta-type opioid receptor (Homo sapiens), …; cell-based MOR-DOR heterodimer luminescence, inverse agonism; inhibition, % at 9.3 µM; actives 0.21% (n = 340,000); AID 504357, 2011; in the data active = inhibition above about 22%, passing the limit was not always enough;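 note: 0% = cells with DMSO and 100% = wells without cells with DMSO; values of inactives mirror those of a sister screen read the other way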
OPRM1-OPRD1 ag: agonists of OPRM1-OPRD1 heterodimerization, primary screen, cell-based, luminescence. activation, % at 9.3 µM. cells. Mu-type opioid receptor (Homo sapiens) + Delta-type opioid receptor (Homo sapiens), …. actives 0.3% (n = 340,000); in the data active = activation above about 18%;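 note: 0% = vehicle-treated cells and 100% = reference agonist; values of inactives mirror those of a sister screen read the other way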
DSG3 Ab inh: inhibitors of pemphigus antibody binding to DSG3, primary screen, biochemical, bead-based, flow cytometry, scFv-GFP. actives 0.48% (n = 310,000). Desmoglein-3 (Homo sapiens), P32926. binding (percent of control), % at 10 µM. AID 588358, 2011. DSG3-coupled beads, scFv-anti-DSG3-GFP binding; stronger effect = lower value;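 active = binding more than 3 SD below its plate's average and above zero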;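 note: hits lower antibody fragment binding to DSG3; some compounds called inactive have numbers as strong as hits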
Target sequence (P32926 whole entry, looked up, the tested form may be a part): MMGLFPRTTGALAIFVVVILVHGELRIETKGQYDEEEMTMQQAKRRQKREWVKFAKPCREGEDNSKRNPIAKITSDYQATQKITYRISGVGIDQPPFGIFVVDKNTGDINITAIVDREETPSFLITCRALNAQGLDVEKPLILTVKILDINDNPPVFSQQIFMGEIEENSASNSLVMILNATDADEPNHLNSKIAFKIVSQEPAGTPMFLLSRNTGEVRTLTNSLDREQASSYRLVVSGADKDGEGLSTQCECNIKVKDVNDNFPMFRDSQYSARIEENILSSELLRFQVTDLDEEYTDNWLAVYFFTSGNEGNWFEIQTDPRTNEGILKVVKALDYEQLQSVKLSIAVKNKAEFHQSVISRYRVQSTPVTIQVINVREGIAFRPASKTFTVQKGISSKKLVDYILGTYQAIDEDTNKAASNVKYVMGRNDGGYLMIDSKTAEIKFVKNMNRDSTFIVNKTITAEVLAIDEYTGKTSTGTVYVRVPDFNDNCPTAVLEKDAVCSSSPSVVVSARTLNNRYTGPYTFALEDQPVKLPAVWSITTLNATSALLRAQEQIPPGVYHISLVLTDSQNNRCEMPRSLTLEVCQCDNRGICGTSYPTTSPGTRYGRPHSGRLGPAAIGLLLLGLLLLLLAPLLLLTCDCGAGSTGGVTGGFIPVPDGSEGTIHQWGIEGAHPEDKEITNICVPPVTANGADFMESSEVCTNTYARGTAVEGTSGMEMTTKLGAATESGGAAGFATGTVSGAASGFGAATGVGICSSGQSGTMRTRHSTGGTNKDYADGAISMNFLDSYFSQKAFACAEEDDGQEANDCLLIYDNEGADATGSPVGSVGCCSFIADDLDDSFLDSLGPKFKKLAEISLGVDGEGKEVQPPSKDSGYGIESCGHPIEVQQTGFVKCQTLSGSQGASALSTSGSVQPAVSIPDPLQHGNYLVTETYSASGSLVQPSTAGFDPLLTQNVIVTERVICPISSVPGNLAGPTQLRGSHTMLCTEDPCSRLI
E coli growth: E. coli V3065 growth inhibition, primary screen, counter-screen for AddAB inhibitor project, absorbance, OD600; inhibition, % at 11.9 µM; actives 0.27% (n = 330,000); 18 h;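 active = inhibition above the campaign's mean inhibition across all tested compounds plus 3 SD, cut at about 9.9% in these data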;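 note: uninfected addAB+ strain grown without phage in ampicillin broth; 0% = DMSO wells and 100% = ciprofloxacin 0.95 µg/ml wells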
SUMO Mot1 rescue: yeast Mot1-301 growth rescue at high temperature, primary screen, SUMOylation pathway inhibitor project, S. cerevisiae, ATP luminescence, 38.5C. S. cerevisiae Mot1-301 growth rescue; percent above DMSO median, 100 means doubled. growth rescue, % at 18.8 µM. actives 1% (n = 320,000);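 active = every valid replicate shows activation above 250% relative to neutral control wells; inactive = the rest, any valid replicate at or below 250%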;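 note: OY570 slx delta 5 strain wells were the positive control but not used for scaling; some compounds called inactive have numbers as strong as hits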
The depositor's hits bear a star; x = no result given.

SMILES	phage Ecoli inh	PKA-R1A activ	PfHsp90 set2	HTR5A ag	AddAB inh	HTR5A inv ctr	MOR-DOR inv ag	OPRM1-OPRD1 ag	DSG3 Ab inh	E coli growth	SUMO Mot1 rescue
CCOc1cc(N2CCOCC2)c(OCC)cc1NC(=O)CCS(=O)(=O)c1ccc(Cl)cc1	-0.5	6.4	x	-0.4	-3.2	-27.0	8.4	-1.5	79.1	-2.9	108.7
O=C(/C=C/c1ccccc1)N/C(=C/c1ccccc1)C(=O)Nc1ccc(C(=O)O)cc1	4.0	-1.3	-30.1	-7.8	1.5	19.8	12.3	-2.3	96.5	-1.5	-15.2
Cc1ccc(NC(=O)CNc2cc(S(=O)(=O)N3CCOCC3)ccc2NCC2CCCO2)cc1F (configuration not stated)	0.4	11.7	19.5	1.3	2.8	-4.8	-6.2	1.1	121.8	-1.8	4.3
CC1CCCN(C2(O)C(=O)Nc3c(C(F)(F)F)cccc32)C1 (configuration not stated)	2.3	-3.1	0.6	-2.2	0.8	8.0	15.5	-3.0	91.8	0.9	-22.1
CC(C)NC(=O)/C(=N\O)c1ccccc1	2.7	-4.6	x	-2.7	0.8	6.2	24.3	-5.3	103.9	3.7	21.8
Cc1ccc(C)c(NC(=O)CN(C)C(=O)c2ccccc2OCc2c(C)noc2C)c1	1.3	-13.1	6.0	-0.7	-0.2	-1.9	16.6	-4.2	96.8	0.3	-0.1
O=C(Cn1c(=S)[nH]c2ccccc2c1=O)N1CCN(c2ccccc2)CC1	2.1	5.1	7.9	-2.3	5.8	6.4	8.8	-1.7	109.4	1.8	130.6
O=S(=O)(c1ccccc1F)N1CCCc2ccccc21	4.5	-7.8	-5.0	1.5	0.2	-5.5	13.3	-3.0	107.7	0.4	23.7
Cc1ccc(NC(=O)c2c(C)noc2C)cc1S(=O)(=O)N1CCOCC1	1.9	-9.1	6.3	-1.9	-0.4	7.4	14.2	-2.8	115.8	0.8	-15.4
O=C(O)COCC(=O)Nc1ccc2c(c1)CCC2	2.7	-0.6	-9.2	0.3	-0.2	-5.8	12.2	-2.4	98.0	0.2	15.2
O=C(CN1C(=O)/C(=C/c2ccc(F)cc2)SC1=S)NC1CCS(=O)(=O)C1 (configuration not stated)	-10.5	-4.4	0.6	4.2	4.9	-10.9	4.2	-0.8	98.1	1.4	1.1
COc1ccc(N=C2NC(=O)C(CO)(CO)S2)cc1	2.7	-4.8	-51.3	-1.6	x	5.9	4.6	-1.0	91.6	x	7.5
CCCCN1CCc2c([nH]c3ccccc23)C1=O	-2.7	13.0	-17.1	0.5	1.6	-1.5	-13.6	2.3	108.7	0.3	912.7
Cc1c(Cl)cccc1NC(=O)CNC(=O)C1CCN(C(=O)Nc2ccccc2)CC1	-1.7	3.0	19.0	1.1	0.6	-2.8	6.5	-1.7	x	-0.3	-24.4
COCCn1c(SCC(=O)Nc2cccc(S(N)(=O)=O)c2)nc2ccccc21	3.3	1.7	22.1	-1.2	5.2	-1.3	4.5	-0.8	97.4	-0.3	-5.1
COc1ccccc1-c1nnc(SC/C(O)=C(\C#N)c2nc3ccccc3[nH]2)n1C1CCCCC1	0.3	-4.0	-13.7	3.4	1.4	5.1	15.7	-3.3	x	-3.1	9.1
COc1ccc(-c2csc(NC(=O)c3cc(=O)c4ccccc4o3)n2)cc1OC	1.9	-1.6	-14.9	0.1	0.5	-7.2	11.9	-2.4	103.9	-1.4	6.6
CCn1c(=O)cc(SCC(=O)N2CCN(c3ccccc3F)CC2)c2ccccc21	2.5	-5.6	x	12.6*	2.4	-9.3	5.8	-1.0	105.1	1.9	179.9
C=C(C)C1CC=C(CN2CCC(C(=O)OCC)CC2)CC1 (configuration not stated)	0.6	2.2	-15.0	5.8	1.5	-7.4	-37.1	6.8	109.6	1.6	89.6
Cn1c(-c2ccc(F)cc2)cnc1NCc1ccccc1	2.2	-0.1	x	-5.8	1.7	13.9	11.6	-2.4	99.2	-0.5	0.5
COc1cc(C2C(C#N)=C(N)OC3=C2C(=O)CCC3)c([N+](=O)[O-])cc1OC (configuration not stated)	2.8	-6.9	-3.5	-1.7	0.0	-3.5	-2.3	0.4	101.2	-0.5	2.1
Cn1c(SCC(=O)N2CCCCCC2)nnc1-c1ccco1	1.8	3.8	5.1	2.9	3.1	-38.8	-12.7	2.0	x	0.4	-25.4
CCC(CC)C(=O)N=C1SC2CS(=O)(=O)CC2N1CCc1ccc(OC)c(OC)c1 (configuration not stated)	1.2	3.2	-22.1	-0.1	-2.6	0.2	6.4	-1.3	x	-3.3	-3.0
O=C(c1ccc(F)cc1F)N1CCN(c2ccccn2)CC1	2.7	1.0	-3.7	3.1	3.2	-8.9	1.5	-0.2	89.7	1.8	-25.5

Results in AddAB inh and HTR5A inv ctr, for 5 of the compounds above:
SMILES	AddAB inh	HTR5A inv ctr
CCCCN1CCc2c([nH]c3ccccc23)C1=O	1.6	-1.5
Cc1c(Cl)cccc1NC(=O)CNC(=O)C1CCN(C(=O)Nc2ccccc2)CC1	0.6	-2.8
COCCn1c(SCC(=O)Nc2cccc(S(N)(=O)=O)c2)nc2ccccc21	5.2	-1.3
COc1ccccc1-c1nnc(SC/C(O)=C(\C#N)c2nc3ccccc3[nH]2)n1C1CCCCC1	1.4	5.1
COc1ccc(-c2csc(NC(=O)c3cc(=O)c4ccccc4o3)n2)cc1OC	0.5	-7.2

(listing goes on)
SMILES	phage Ecoli inh	PKA-R1A activ	PfHsp90 set2	HTR5A ag	AddAB inh	HTR5A inv ctr	MOR-DOR inv ag	OPRM1-OPRD1 ag	DSG3 Ab inh	E coli growth	SUMO Mot1 rescue
CN(C)C(=O)CSc1cccc2cccnc12	2.2	-8.1	-22.7	-0.3	0.6	11.5	11.6	-2.6	102.5	-0.9	-1.9
C[C@@H](CSc1ccc(Br)cc1)CN1CC[C@H](C(C)(C)C)CCC1=O	0.7	-9.7	18.5	2.0	1.4	-28.2	-4.6	1.0	103.3	1.8	-2.7
CN(C)C(=O)CSC1c2ccccc2C(=O)N1c1ccccc1 (configuration not stated)	2.4	0.6	-0.9	-1.6	2.3	1.8	-17.6	3.2	105.4	-0.1	4.9
Cc1cccc(NC(=O)c2cccc(NC3=NC4CS(=O)(=O)CC4S3)c2)c1 (configuration not stated)	3.6	-2.8	2.0	2.1	3.0	-12.8	12.8	-2.3	103.6	-0.1	-7.8
Cc1cccc(S(=O)(=O)C(C#N)c2nc3ccccc3nc2N2CCOCC2)c1 (configuration not stated)	3.8	4.2	-30.9	4.0	2.3	-20.8	6.5	-1.2	109.8	2.9	389.4
Cc1nn(-c2ccccc2)c(Cl)c1/C=C1\SC(=S)NC1=O	0.6	-7.4	-8.0	-1.2	3.0	-12.0	13.4	-2.3	115.2	2.5	-8.5
COC(=O)N/N=C\c1c(C)[nH]n(-c2ccccc2)c1=O	5.0	-4.4	21.9	2.2	-1.7	19.9	11.2	-2.2	103.3	-1.8	2.9
O=C(O)c1ccc(N2C(=O)CC(SC(=NCc3ccc4c(c3)OCO4)Nc3ccccc3)C2=O)cc1 (configuration not stated)	0.4	11.5	-0.1	3.0	0.0	1.5	9.6	-1.9	90.7	-0.9	-0.4
CCc1nnc(NC(=O)CSc2nnc(CNc3ccc(Cl)cc3)o2)s1	x	1.1	8.1	-0.5	-2.1	-1.6	-8.3	1.7	98.3	-4.4	15.1
COc1cc(C2c3c(oc4ccccc4c3=O)C(=O)N2CCN2CCOCC2)cc(OC)c1OC (configuration not stated)	3.0	2.3	-32.5	0.4	0.8	-20.5	5.6	-1.0	103.0	1.9	x
CC(C)COC(=O)C(C)Nc1n[nH]c(=S)[nH]c1=O (configuration not stated)	2.2	0.1	-38.3	4.7	1.0	17.7	9.2	-1.8	143.3	-1.0	0.7
CCOC(=O)C1(CCc2ccccc2)CCN(C(=O)CN2CCOC2=O)CC1	2.5	-8.6	-2.2	1.0	-1.5	-1.6	-1.2	0.2	x	1.7	-6.5
C=CCn1c(SC(C)C(=O)NC2CC2)nnc1-c1ccoc1C (configuration not stated)	0.1	-2.5	8.1	-1.0	2.7	-31.4	4.0	-0.6	101.7	2.3	-3.7
Cc1c(Cl)cnc(NC(=O)COC(=O)C(NC(=O)c2ccco2)C(C)C)c1Cl (configuration not stated)	1.5	-4.1	18.3	2.5	0.0	-7.3	5.4	-0.9	x	-2.2	-5.2
COc1ccc(N2CCN(C(=O)c3cccc(NS(=O)(=O)c4cccc(F)c4)c3)CC2)cc1	4.3	2.6	-0.3	2.7	x	1.4	12.8	-3.9	109.7	x	x
Cc1ccc(NC(=O)Cn2nc(C(=O)O)c3ccccc3c2=O)cc1S(=O)(=O)N1CCOCC1	-0.6	1.3	x	1.5	0.4	-17.4	-2.0	0.5	106.5	1.4	-9.1
CCn1c(=N)n(CC(O)COc2ccc(C)cc2)c2ccccc21 (configuration not stated)	1.5	1.8	7.4	1.2	2.8	-10.5	9.9	-1.9	112.2	1.8	12.6
CCN(CC)CCNC(=O)c1cc2c(=O)n(CC)c3ccccc3c2s1	0.6	1.1	-19.5	-3.9	-1.3	13.8	7.2	-1.6	93.7	1.0	-0.1
CCOCCCN(C(=O)c1snc(C(N)=O)c1N)C(C(=O)NCCC(C)C)c1ccc(F)cc1 (configuration not stated)	2.7	-5.4	5.8	-4.4	0.8	14.8	11.7	-2.4	119.3	0.2	33.5
Cc1ccnc(NS(=O)(=O)c2ccc(NC(=O)C3CCCCC3)cc2)n1	3.1	0.5	9.8	-3.9	1.6	-3.8	11.9	-2.1	102.9	1.9	9.1
CCCN1CCN(C(=O)c2cc3c(s2)-c2ccccc2OC3)CC1	7.9	3.1	x	5.5	15.0*	-15.1	-1.2	0.2	106.7	12.6*	-4.1
